# GLP1R inv ag: qHTS of GLP-1 Receptor Inverse Agonists (Inhibition Mode) | Glucagon-like peptide 1 receptor (Homo sapiens), P43220 | HEK293 GLP-1R CRE-luciferase, luminescence, 24 h; GLP-1R form is constitutively active | Potency, µM (top dose mostly 38.3 µM), for inactives: top-dose activity change, negative = inhibition, hits mostly inhibitors | 1.6% of 410,000 active; also: potency is read from the fitted curve at half-maximal effect; % is scaled to controls: 0 for no effect and ±100 for the full control effect; nearly all actives have a fitted effect of over 55% in size
# Target sequence (P43220 whole entry, looked up): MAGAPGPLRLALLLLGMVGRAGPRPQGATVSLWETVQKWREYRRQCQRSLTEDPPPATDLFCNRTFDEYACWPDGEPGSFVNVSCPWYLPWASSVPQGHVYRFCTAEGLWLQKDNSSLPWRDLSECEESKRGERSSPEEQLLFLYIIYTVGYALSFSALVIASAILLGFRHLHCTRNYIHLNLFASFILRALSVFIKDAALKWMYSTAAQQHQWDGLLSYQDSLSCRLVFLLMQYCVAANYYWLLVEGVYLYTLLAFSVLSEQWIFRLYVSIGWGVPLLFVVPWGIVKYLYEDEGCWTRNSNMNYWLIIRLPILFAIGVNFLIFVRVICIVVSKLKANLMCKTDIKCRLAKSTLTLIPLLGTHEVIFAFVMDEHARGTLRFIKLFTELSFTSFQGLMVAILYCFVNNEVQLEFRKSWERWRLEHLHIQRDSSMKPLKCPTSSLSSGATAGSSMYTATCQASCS
#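 Cells are plated, allowed 12 hours at 37 deg C, then treated with compounds for 24 hr before luciferase detection reagent is added and luminescence is read after 12 min at room temperature. The HEK293 line carries constitutively active GLP-1R with a cAMP-responsive reporter.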
# Abeta rescue: qHTS for compounds that reverse cellular toxicity of Amyloid beta (A-beta) peptide in yeast: Primary Screen | yeast expressing A-beta42, growth rescue, OD600, 48 h; response scale: 0% DMSO, 100% iron-clioquinol control | Potency, µM (titrated, usually from 46.1 µM), without a hit: at the top dose growth rescue, hits mostly activators | 0.063% of 410,000 active | AID 1347071, 2019; also: potency is read from the fitted curve at half-maximal effect; nearly all actives have a fitted effect of over 55% in size
#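 Growth rescue measured by 600 nm absorbance after 48 h yeast culture at 30 C with compound. Values normalized between DMSO and an equimolar ferric chloride plus clioquinol control.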
# pAkt inh: HTS Assay for Inhibitors of Akt Phophorylation: Primary Screen; Neuro2A IGF-stimulated pAkt S473 HTRF, 20 min; stronger effect = lower value; activity change, % for hits at 50 µM; 0.32% of 360,000 active; in the data active = activity change below about -80%; inconclusive = mostly about -51% to -80%; also: % is scaled to controls: 0 for no effect and ±100 for the full control effect
#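 Neuro2A cells in DMEM with 0.5% FBS, overnight at 37 deg C, given compound at single 50 µM final, then IGF (6 nM final) for 20 min at 37 deg C. Lysed; phospho-Akt Ser473 by HTRF after 24 h, 665/615 ratio.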
# aSyn rescue: qHTS of alpha-syn Inhibitors | Yeast expressing alpha-synuclein, growth rescue, BacTiter-Glo, 24 h | Potency, µM (top dose mostly 46.1 µM), without a hit: at the highest dose growth rescue (activation), hits mostly activators | 0.14% of 370,000 active | AID 652106, 2013; also: potency is read from the fitted curve at half-maximal effect; % of control where 0% means no effect; nearly all actives have a fitted effect of over 65% in size
#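 Galactose-induced alpha-syn yeast (OD600=0.02, raffinose-pregrown) + pinned cpd, 24 hr, 30 deg C; growth by BacTiter-Glo luminescence. Growth restoration scores as activation.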
# PTHR1 ag: qHTS for PTHR1 Agonists: Primary Screen; Parathyroid hormone/parathyroid hormone-related peptide receptor (Homo sapiens), Q03431; HEK293 GP2 PTHR1 cells, GloSensor cAMP luminescence, 1 h; Potency, µM (top dose mostly 115 µM), inactives show top-dose activation, most hits filed as activators; 0.075% of 410,000 active; also: potency is read from the fitted curve at half-maximal effect; nearly all actives have a fitted effect of over 55% in size; some results filed as inactive show a strong effect at the top dose; inactives centre near -15; many of its hits are not listed in these tables
#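 HEK-293-derived GP2 cells expressing PTHR1 and a GloSensor cAMP reporter, 3,000/well, plated overnight, given luciferin plus IBMX (each 0.5 mM as added) for 1 h at 37 °C, then compound for 1 h at 37 °C. Luminescence was read after 15 min at room temperature.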
# TDP-43 yeast inh: qHTS of TDP-43 Inhibitors; 1.8% of 410,000 active; AID 652104, 2013; Potency, µM (highest dose often 46.1 µM), inactives show at the highest dose growth rescue (activation), hits mostly activators; TDP-43 expressing yeast growth rescue, BacTiter-Glo, 24 h; also: potency is read from the fitted curve at half-maximal effect; % of control where 0% means no effect; nearly all actives have a fitted effect of over 50% in size
#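 Yeast cells expressing TDP-43 under galactose induction are exposed to compounds for 24 hr at 30 deg C. BacTiter-Glo luminescence measures growth, so protective compounds score as activators.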
# FUS suppressor: qHTS for Suppressors of FUS Proteinopathy: Primary screen using FUS-linked yeast assay | S. cerevisiae FUS-expressing, growth rescue, OD600, 24 h | Potency, µM (doses to about 76.6 µM), inactives show at the top dose growth rescue (activation), most hits filed as activators | 0.24% of 390,000 active;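 also: potency is read from the fitted curve at half-maximal effect; plate controls were DMSO vehicle for no effect and reference control for full effect; nearly all actives have a fitted effect of over 55% in size; some results filed as inactive show a strong effect at the top dose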
#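 Yeast expressing FUS under galactose induction, OD 0.005 in 2% galactose medium; compounds in a dilution series, 24 h at 30C. Growth rescue by absorbance at 600 nm; CP55940 positive control, DMSO negative.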
# GLP1R ag: qHTS of GLP-1 Receptor Agonists | Glucagon-like peptide 1 receptor (Homo sapiens), P43220 | HEK293 GLP-1R CRE-luciferase, luminescence, 4-6 h; cells express a hypersensitive GLP-1R form | Potency, µM (top dose mostly 45.6 µM), without a hit: at the highest dose activation, actives largely listed as activators | 0.007% of 380,000 active; also: potency is read from the fitted curve at half-maximal effect; % of control where 0% means no effect
# DRD3 antagonist: qHTS of D3 Dopamine Receptor Antagonist: qHTS | D(3) dopamine receptor (Homo sapiens), P35462 | D3R cells, DiscoveRx beta-arrestin luminescence, antagonist mode; stronger effect = lower value | max response, negative = inhibition, % | 2.5% of 360,000 active | AID 652054, 2013; in the data active = max response below about -50%; inconclusive = no clear call, values can overlap the other calls; also: % is scaled to controls: 0 for no effect and ±100 for the full control effect; mostly tested at two doses, the higher about 12 µM
# Target sequence (P35462 whole entry, looked up): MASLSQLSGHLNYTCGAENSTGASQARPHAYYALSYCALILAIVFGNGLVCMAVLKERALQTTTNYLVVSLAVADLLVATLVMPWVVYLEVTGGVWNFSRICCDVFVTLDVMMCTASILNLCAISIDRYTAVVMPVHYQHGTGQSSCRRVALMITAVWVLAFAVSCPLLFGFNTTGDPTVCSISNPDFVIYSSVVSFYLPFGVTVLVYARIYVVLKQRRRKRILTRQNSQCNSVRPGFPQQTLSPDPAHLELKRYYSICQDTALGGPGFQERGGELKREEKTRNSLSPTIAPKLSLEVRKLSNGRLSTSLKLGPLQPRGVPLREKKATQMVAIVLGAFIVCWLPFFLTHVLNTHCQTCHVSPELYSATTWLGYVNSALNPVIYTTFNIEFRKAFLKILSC
#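 Cells expressing the human receptor were seeded at 1500 cells/well, incubated overnight at 37 degrees C in 5% CO2, then exposed to library compounds with dopamine controls for 90 minutes at 37 degrees C before luminescent detection.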
# Numbers without * were called inactive; i = inactive; ? = inconclusive; nt = not tested or not shown; [ ] = another dose, or the depositor's remark. Unless noted, calls follow the shape of the dose curve; as a rule, active = well fitted curve in the direction sought with a large enough effect; inconclusive = small, poorly fitted or top-dose-only effect, or another doubt; inactive = no such curve, though single readings can be large; an effect the other way counts as inactive or inconclusive. These rows are one share of the data; count on the stated rates, not on these rows.
# Preview, 2 compounds:
# Below each SMILES: GLP1R ag, PTHR1 ag, TDP-43 yeast inh, aSyn rescue, DRD3 antagonist, pAkt inh, GLP1R inv ag, FUS suppressor, Abeta rescue
CCOc1ccc(CCNC(=O)C2CCN(S(=O)(=O)c3ccc(C)cc3)CC2)cc1OCC
 : 1%, i, 21%, 2%, -3, i, -12%, nt, 7%
COc1ccc(CNC(=O)c2cc3c(s2)CS(=O)C3)cc1 (configuration not stated)
 : 1%, -44%[inhibitor], 3%, 10%, 0, i, 5%, 3%, -3%

# All compounds of this part (from the top)
# Below each SMILES: GLP1R ag, PTHR1 ag, TDP-43 yeast inh, aSyn rescue, DRD3 antagonist, pAkt inh, GLP1R inv ag, FUS suppressor, Abeta rescue
CCOc1ccc(CCNC(=O)C2CCN(S(=O)(=O)c3ccc(C)cc3)CC2)cc1OCC
 : 1%, i, 21%, 2%, -3, i, -12%, nt, 7%
COc1ccc(CNC(=O)c2cc3c(s2)CS(=O)C3)cc1 (configuration not stated)
 : 1%, -44%[inhibitor], 3%, 10%, 0, i, 5%, 3%, -3%
CC(C)CC1C(=O)N(Cc2cn(Cc3ccco3)nn2)CCS(=O)(=O)N1Cc1ccc(-c2ccc(Cl)cc2)cc1 (configuration not stated)
 : -5%, -50%[inhibitor], 27%, 27%, 19, i, ?, 43%, 2%
CCn1cnc2cc(NCc3ccc(Br)cc3)ccc21
 : 26%, -10%, 3%, 11%, 63, i, 16%, 10%, -4%
CCCCc1ccc(N/C(N)=N/c2nc(C)cc(C)n2)cc1
 : -2%, -96%[inhibitor], -34%[inhibitor], 1%, 18, i, -81%, ?, 1%
CCC(C(=O)Nc1cccnc1Cl)c1ccccc1 (configuration not stated)
 : -1%, -44%[inhibitor], 7%, -1%, -23, i, -4%, 1%, -16%
O=S(=O)(Nc1ccc2c(c1)nc1n2CCN(Cc2ccccc2)C1)c1ccc(Cl)cc1
 : 1%, -25%, 15%, nt, -58*, nt, 0%, 32%, ?
Cc1sc2ncn(CC(=O)Nc3ccc(C(F)(F)F)cc3)c(=O)c2c1S(=O)(=O)N1CCN(C)CC1
 : nt, i, -23%, nt, nt, nt, ?, -13%, -6%
CC(=O)NCCN1C(=O)C2C3c4ccccc4C(c4ccccc43)C2C1=O (configuration not stated)
 : 1%, -1%[57.5 µM], -6%, 2%, 13, i, 0%, 11%, 14%
C[C@@]12C(=O)Nc3ccc(F)cc3C(=O)N1[C@H]1c3cc(Br)ccc3OC[C@@H]1[C@@H]2c1ccccc1
 : -2%, -9%, 12%, -27%, -6, i, ?, ?, 18%
COc1ccc(OC)c(S(=O)(=O)Nc2cc3c(cc2N2CCCC2)n(C)c(=O)c(=O)n3C)c1
 : 2%, -13%, 1%, -1%, 1, i, 22%, -14%, -4%
C=CCN1C(=O)/C(=C2\SC(N3CCOCC3)=NC2=O)c2cc(Br)ccc21
 : 12%, -21%[57.5 µM], -8%, 8%, ?, i, 20%, 31%, 15%
CC(=O)/C(=N\Nc1ccc(Cl)cc1Cl)Sc1cccc2cccnc12
 : -29%, i, 10%, 5%, -16, i, 0%, nt, 5%
COc1ccc(C(=O)OC(C(=O)c2ccc(C)cc2)c2ccccc2)cc1 (configuration not stated)
 : -3%, -8%, -7%, 8%, -21, i, ?, -4%, 5%
C=CCn1c(O)c(C=Nc2ccc(CN3CCCCC3)cc2)c(=O)[nH]c1=S
 : 3%, i, 0%, 1%, -29, i, 12%, 49%, -6%
C/C(=N\NC1=N[C@H]2CS(=O)(=O)C[C@H]2S1)c1ccccc1
 : -1%, i, 3%, -1%, -9, i, 5%, -5%, -6%
COCCCN(C(=O)CC1OC(=O)c2ccccc21)c1c(N)n(Cc2ccccc2)c(=O)[nH]c1=O (configuration not stated)
 : 3%, -24%, -6%, -1%, 4, i, -1%, 3%, -1%
C/C(=N/NC(=O)CSc1nc2ccccc2n1C)c1ccncc1
 : 11%, ?, 0%[0.397 µM], -3%, 15, i, 2%, 35%, -7%
CCN(CC)C(=O)[C@H]1CC(CC(=O)NCc2cccc(C(F)(F)F)c2)C(=O)N2CCc3c([nH]c4ccc(OC)cc34)[C@]12C (some centres not stated)
 : 2%, -22%, 6%, 17%, -5, i, ?, 24%, 3%
O=C(/C=C/[C@H]1O[C@@H](n2ccc(=O)[nH]c2=O)[C@H](O)[C@@H]1O)NCc1ccc2c(c1)OCO2
 : 0%, -22%, 9%, -5%, 0, i, 8%, -13%, -17%
O=C(CSc1ncc(-c2ccccc2)[nH]1)Nc1ccc(F)cc1F
 : nt, -7%, ?, nt, nt, nt, -17%, 27%, 3%
O=C(CN1C(=O)C2CCCN2c2ncc(Cl)cc21)NCc1ccc2c(c1)OCO2 (configuration not stated)
 : -2%, i, 9%, 0%, 15, i, -3%, 33%, -4%
CC12CCC(=O)N1C(C(=O)Nc1nc3ccc(S(C)(=O)=O)cc3s1)CS2 (configuration not stated)
 : 4%, i, 11%, 0%, -8, i, 14%, 6%, 9%
COc1ccc(N(C)C(=O)C2CCN(S(=O)(=O)c3cccc4nonc34)CC2)c(OC)c1
 : 14%, -19%, 3%, 9%, -9, i, 9%, 5%, -3%
O=C(CSc1nnc(-c2ccccc2F)o1)NC1CCCCC1
 : 3%, i, -14%, -4%, 0, i, -3%, -6%, -12%
CC(=O)Nc1cc(OC(C)=O)c2nonc2c1OC(C)=O
 : -13%, -12%[57.5 µM], -5%, 8%, ?, nt, -30%, 23%, 7%
CCOC(=O)c1[nH]c2ccc(OC)cc2c1NC(=O)CCN1CCCC(C)C1 (configuration not stated)
 : -6%, i, 27%, 9%, -3, i, 3%, -17%, 1%
CC(=O)Nc1ccc(C(=O)N2CCCCC2c2cc(C(=O)N3CCOCC3)no2)cc1 (configuration not stated)
 : -6%, -2%, 5%, -3%, -19, nt, -8%, 23%, 8%
CSc1ccc(OC2CCN(Cc3ccccc3)CC2)cc1
 : 7%, -16%, -6%, 6%, -51*, i, ?, nt, 10%
O=C(O)/C=C/c1cnn(-c2ccccc2)c1
 : -8%, -26%, 35µM*, 0%, 4, i, ?, -10%, -8%
Nc1nc(-c2ccc(Oc3ccccc3)cc2)cs1
 : 5%, -11%, -65%[inhibitor], -54%[inhibitor], 15, i, ?, 9%, -92%[inhibitor]
Cc1csc(NC(=O)c2cc3c(s2)CCCCC3)n1
 : -47%[inhibitor], -11%, -1%, -35%[inhibitor], ?, i, ?, -8%, -14%
O=C(CNS(=O)(=O)c1ccc(Br)s1)NCc1ccc(F)cc1
 : 5%, -9%, 13%, -2%, 10, i, 4%, -30%, -14%
NC(=O)c1nn(-c2ccccc2)nc1NC(=O)CSc1nnnn1-c1ccc(Cl)cc1
 : 6%, -50%[inhibitor], -3%, -6%, -12, i, -2%, 33%, -12%
Cc1ncc([N+](=O)[O-])n1CCN1C(=O)c2ccccc2C1=O
 : -1%, -4%, 11%, -5%, -24, i, 45%[activator], 22%, -9%
CCC[C@H]1CN(c2ccc(Br)cc2)C(=O)[C@@H]1CC(=O)NC
 : 1%, -14%, 0%, 20%, 23, i, 15%, -17%, 7%
Cn1sc2ccccc2c1=O
 : 1%, -14%, -93%[inhibitor], -38%[inhibitor], -15, i, 12%, -32%, -82%[inhibitor]
COc1cccc(NC(=O)Nc2ccc3c(c2)nnn3C)c1
 : -29%, i, 20%, 1%, -16, i, 11%, 29%, 2%
NS(=O)(=O)c1ccc(CCNC(=O)c2cc([N+](=O)[O-])ccc2N2CCCCC2)cc1
 : 14%, -4%, -3%, 7%, -15, i, 10%, 18%, -5%
CCc1ccccc1NC(=O)CNC(=O)c1cc(C2CC2)nn1-c1ccccc1
 : -1%, -13%, 2%, 24%, -19, i, ?, 7%, 13%
Cc1ccc(OCC(=O)N2N=C(c3ccncc3)CC2(O)C(F)(F)F)cc1C (configuration not stated)
 : -2%, -44%[inhibitor], -4%, -1%, -27, i, ?, 14%, -15%
Cc1ccc(CNC(=O)C2CC(c3ccccc3F)=NO2)cc1 (configuration not stated)
 : 0%, -21%, ?, 11%, 7, i, ?, -19%, 9%
Cc1cccc(C)c1NC(=O)CCCSc1nnc(-c2ccco2)o1
 : 3%, -63%[inhibitor][57.5 µM], ?, 3%, 0, -111%*, -19%, 8%, -10%
Cc1cccc(C)c1NC(=O)C1CSC2(C)CCC(=O)N12 (configuration not stated)
 : -3%, -5%, 8%, 0%, 17, i, 4%, 0%, 19%
C=CCn1c(Cc2cccs2)nnc1SCC(=O)NC1CC1
 : 1%, i, 18%, 4%, 6, i, -14%, -5%, 4%
Cc1ccc(-c2nnn(CC(=O)N(CCO)C(C(=O)NC3CCCCC3)c3ccncc3)n2)o1 (configuration not stated)
 : 1%, i, 1%, 5%, 7, i, 9%, -7%, -17%
Cc1ccc(NCCC(=O)c2cccs2)cc1
 : -9%, -36%[inhibitor], 0%, 3%, -5, i, 15%, -7%, 1%
O=C(Oc1ccc(-c2nnco2)cc1)c1ccc(F)c(S(=O)(=O)N2CCOCC2)c1
 : -8%, -23%, -5%, -1%, -8, i, -3%, nt, -8%
CC(=O)NC1=NN(C(C)=O)C2(S1)C(=O)N(C(C)=O)c1ccc(C)cc12 (configuration not stated)
 : -23%, -5%, 13%, -5%, -10, i, 26%[0.307 µM], -5%, 14%
O=C(NNS(=O)(=O)c1ccccc1)c1cccc(F)c1
 : -6%, i, 13%, 12%, -6, i, 5%, -24%, 2%
O=C(c1cc(-c2cccc(Cl)c2)nc2ccccc12)N1CCN(c2ccccn2)CC1
 : -3%, -18%, 4%, 8%, 21, i, ?, 43%, 13%
